Screening data from PubChem BioAssay.
p53 reactivation: mutant p53 re-activation in reporter cells | Potency, µM (series often up to 92.2 µM), for inactives: at the top dose activity change, positive = activation, hits mostly activators | actives 0.063% (n = 320,000) | H1299 p53-A138V BP100-luciferase reporter, luminescence, 24 h | AID 504706; further: % of control where 0% means no effect; nearly all actives have a fitted effect of over 45% in size
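p53-null H1299 cells stably carrying temperature-sensitive p53-A138V and a BP100-luciferase reporter were pinned with compounds (4-point, 1:5 series) and held 24 hrs at 37 deg C. Luminescence was read 10 min after detection reagent.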
uPA surface inh: blocks generation of uPA at the cell surface. cell surface uPA generation assay, qHTS. Potency, µM (top dose mostly 38.3 µM), for the others: at the highest dose activity change, negative = inhibition, most hits filed as inhibitors. actives 0.31% (n = 330,000). AID 540303; active means well fitted inhibition curve with a large enough effect; inconclusive means small, poorly fitted or top-dose-only effect; inactive means no such curve, though single readings can be large or run the other way; tested in mouse RAW 264.7 cells; further: on the % scale 0 is the no-effect control and ±100 the full control effect; nearly all actives have a fitted effect of over 55% in size
MBNL1-CUG inh: MBNL1-poly(CUG) RNA binding inhibition | Q9NR56 | TR-FRET MBNL1-His/biotin-(CUG)12 binding, 665/545 ratio | Potency, µM (doses to about 57.5 µM), without a hit: top-dose activity change, negative = inhibition, usual class: inhibitors | actives 0.036% (n = 280,000) | AID 2675; active means well fitted inhibition curve with a large enough effect in the signal ratio, with a control signal flat, not every such curve was filed as active; inconclusive means small, poorly fitted or top-dose-only effect, or effect the other way, or a change in a side signal; inactive means no such curve, though single readings can be large or run the other way; the % refers to the signal ratio; further: on the % scale 0 is the no-effect control and ±100 the full control effect
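MBNL1-His + Biotin-(CUG)12, cpd titration 92 nM–58 uM; Tb anti-His Ab 0.055 ng/ul, SA-XL665 5 nM (final); 60 min RT; ratiometric 665/545 nm, Ex 340 nm; normalized to buffer and full-complex controls.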
RORg inh: ROR gamma (mouse) transcription inhibition | actives 5.4% (n = 310,000) | AID 2551 | Potency, µM (titrated, usually from 53.6 µM), for inactives: at the top dose activity change, negative = inhibition, hits mostly inhibitors | Drosophila S2 Gal4-RORgamma UAS-luciferase reporter, 20 h | P51450; further: on the % scale 0 is the no-effect control and ±100 the full control effect; nearly all actives have a fitted effect of over 60% in size
Target sequence (P51450 whole entry, looked up, the tested form may be a part): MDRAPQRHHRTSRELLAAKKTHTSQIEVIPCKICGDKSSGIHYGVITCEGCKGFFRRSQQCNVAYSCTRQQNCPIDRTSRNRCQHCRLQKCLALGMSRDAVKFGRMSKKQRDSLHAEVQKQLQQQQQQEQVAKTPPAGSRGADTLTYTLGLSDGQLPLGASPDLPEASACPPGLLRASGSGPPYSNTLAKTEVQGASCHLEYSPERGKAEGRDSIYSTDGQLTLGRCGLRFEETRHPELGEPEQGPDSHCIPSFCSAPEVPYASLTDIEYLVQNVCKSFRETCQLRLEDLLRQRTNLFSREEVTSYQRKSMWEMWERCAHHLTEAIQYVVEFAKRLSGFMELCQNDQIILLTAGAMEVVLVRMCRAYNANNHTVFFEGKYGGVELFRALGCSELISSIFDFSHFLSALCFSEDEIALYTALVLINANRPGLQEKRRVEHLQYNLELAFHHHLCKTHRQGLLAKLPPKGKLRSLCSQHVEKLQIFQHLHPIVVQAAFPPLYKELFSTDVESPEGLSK
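Luminescence from a UAS-regulated Photinus luciferase reporter in stably transfected Drosophila Schneider cells is measured; decreased signal marks ROR gamma inhibition. Fusion expression is induced by 700 uM copper sulfate for 20 hr.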
NPC1 promoter act: activators of NPC1 promoter | Huh7 NPC1 promoter luciferase reporter, 24 h | Potency, µM (titrated, usually from 9.22 µM), inactives show at the top dose activation, hits mostly activators | actives 2.4% (n = 320,000);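 further: % of control where 0% means no effect; nearly all actives have a fitted effect of over 60% in size; reporter is driven by a mutant NPC1 promoter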
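Luminescence read-out of NPC1 promoter-driven luciferase in stably transfected Huh7 cells; compounds delivered in DMSO and left 24 h at 37C, 5% CO2, qHTS titration format.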
FLuc counter: inhibits or activates purified firefly luciferase, miR-21 counter-screen; Potency, µM (highest dose often 57.5 µM), without a hit: top-dose activity change, negative = inhibition, actives largely listed as inhibitors; AID 588342; purified FLuc, Km substrates, luminescence inhibition; actives 6.9% (n = 360,000);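 further: plate controls were vehicle for no effect and reference inhibitor for full effect; nearly all actives have a fitted effect of over 55% in size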
Target sequence (P08659 whole entry, looked up): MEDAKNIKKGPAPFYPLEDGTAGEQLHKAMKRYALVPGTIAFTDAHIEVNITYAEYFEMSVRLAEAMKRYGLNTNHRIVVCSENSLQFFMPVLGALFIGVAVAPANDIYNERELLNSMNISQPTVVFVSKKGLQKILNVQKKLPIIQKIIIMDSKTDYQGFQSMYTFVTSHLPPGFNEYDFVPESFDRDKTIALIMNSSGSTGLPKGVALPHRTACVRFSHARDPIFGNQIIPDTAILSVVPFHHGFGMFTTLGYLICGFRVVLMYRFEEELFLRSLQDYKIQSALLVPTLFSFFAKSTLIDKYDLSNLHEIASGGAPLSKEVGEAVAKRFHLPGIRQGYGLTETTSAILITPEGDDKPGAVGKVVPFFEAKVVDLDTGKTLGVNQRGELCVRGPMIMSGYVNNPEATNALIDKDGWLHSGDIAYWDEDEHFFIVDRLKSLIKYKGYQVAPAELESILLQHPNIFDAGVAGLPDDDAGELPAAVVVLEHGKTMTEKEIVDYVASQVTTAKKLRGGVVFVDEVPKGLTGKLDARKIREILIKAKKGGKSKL
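Biochemical qHTS of compounds, final roughly 60 µM downward over six points, against 10 nM purified firefly luciferase using Km concentrations of substrates (10 uM D-luciferin, 10 uM ATP) in Tris acetate pH 7.5 buffer; luminescence output.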
Rab9 promoter act: Rab9 promoter activation | Huh7 Rab9 promoter-luciferase reporter, luminescence, 24 h | Potency, µM (top dose mostly 9.22 µM), for the others: top-dose activation, negative = inhibition, usual class: activators | actives 2.8% (n = 320,000) | AID 485297; further: % of control where 0% means no effect; nearly all actives have a fitted effect of over 60% in size
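Huh7 cells stably carrying a Rab9 promoter-luciferase reporter, 1500 cells per well in OP-MEM I with 10% FBS, treated with compound 24 hours at 37C. Luciferase activity read by luminescence after 10 minutes with Amplite reagent.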
VP16 counter: inhibits Gal4-VP16 luciferase reporter, ROR gamma counter-screen. actives 3.5% (n = 310,000). AID 2546. Potency, µM (series often up to 53.6 µM), for the others: top-dose activity, negative = inhibition, usual class: inhibitors. Drosophila S2 Gal4-VP16 UAS-luciferase, luminescence, 20 h;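 further: Gal4-VP16 expression switched on by copper sulfate through the metallothionein promoter; on the % scale 0 is the no-effect control and ±100 the full control effect; nearly all actives have a fitted effect of over 50% in size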
BRCA1 expr act: BRCA1 expression activation; actives 1.1% (n = 380,000); AID 624202; MCF7-BRCA1-FFLuc reporter, luminescence, 48 h; response scale: scaled: vehicle 0%, 10 µM genistein 100%; Potency, µM (titrated, usually from 46.1 µM), for inactives: at the top dose activation, hits mostly activators; further: nearly all actives have a fitted effect of over 80% in size; some results filed as inactive show a strong effect at the top dose
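Using MCF7 cells harboring a BRCA1 firefly luciferase reporter, plated 2 h before compound pinning, the screen measured luminescence after 48 h incubation. Responses were normalized to DMSO and 10 microM genistein, then fitted for concentration-effect.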
ELG1 genotoxic: genotoxicity induction in ELG1-luciferase HEK293T cells; HEK293T ELG1-luciferase reporter, luminescence, 16 h; Potency, µM (titrated, usually from 46 µM), without a hit: top-dose activity change, positive = activation, actives largely listed as activators; actives 1.3% (n = 330,000); further: % of control where 0% means no effect; nearly all actives have a fitted effect of over 60% in size
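Cells (2,000/well) expressing the ELG1-luciferase fusion are dosed by pin tool and kept 16 hr at 37 °C, 5% CO2. Signal comes from ONE-Glo luciferase reagent after 30 min at room temperature.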
Active calls of the source: *; ? = inconclusive; / = no result given; & = joins results of further samples; [ ] = another dose, or the depositor's remark. Unless noted, the call rests on the fitted dose curve; in most records, active means well fitted curve in the direction sought with a large enough effect; inconclusive means small, poorly fitted or top-dose-only effect, or another doubt; inactive means no such curve, though single readings can be large; an effect the other way counts as inactive or inconclusive. Potency means the concentration at half of the fitted maximal effect.

SMILES	p53 reactivation	uPA surface inh	MBNL1-CUG inh	RORg inh	NPC1 promoter act	FLuc counter	Rab9 promoter act	VP16 counter	BRCA1 expr act	ELG1 genotoxic
CC(C)c1ccc(Nc2cnn(C34CC5CC(CC(CC(=O)O)(C5)C3)C4)c(=O)c2Cl)cc1	0%	-2%	0%	-17%	?	-1%	-4%	1%	10%	0%
Cc1ccc(S(=O)(=O)N(CC(=O)NCc2ccco2)C2CCCCC2)cc1	1%	1%	0%	40%	-2%	2%	2%	7%	-2%	-5%
COCCOCC(=O)Nc1ccc(S(=O)(=O)Nc2cc(C)nc(C)n2)cc1	/	-19%	3%	-1%	1%	1%	2%	-13%	13%	0%
COc1ccccc1N1CCN(C(=O)Cn2c(=O)[nH]c3ccsc3c2=O)CC1	-3%	1%	6%	9%	2%	5%	-2%	-6%	2%	0%
CCc1nnc(NC(=O)CCN2C(=O)c3ccccc3S2(=O)=O)s1	-1%	2%	4%	-1%	1%	1%	0%	-1%	-1%	-4%
CC(/C=C/c1ccco1)=N/NC(=O)c1ccc(C)nc1	1%	-5%	10%	?	0%	4%	3%	-7%	-3%	1%
CCOc1cc(N2CCOCC2)c(OCC)cc1NS(=O)(=O)c1ccc(Cl)s1	8%	-11%	-1%	-33%	-21%	0%	0%	-6%	-76%	0%
O=C1c2ccccc2CCC12N=NCC2c1ccc(Br)cc1 (stereo not given)	-2%	3%	1%	17%	-1%	?	1%	0%	11%[1.84 µM]	-8%
CCCCCC(=O)Cc1cc(O)cc2c1C(=O)Oc1cc(O)c(C(=O)O)c(CCCCC)c1O2	6%	7%	-5%	14%	-1%	-3%	1%	-4%	-11%	1%
CSc1nc(C)cc(-n2ccc(=O)[nH]c2=O)n1	-5%	/	-5%	3%	1%	0%	-7%	-2%	11%	2%
COc1cc(S(=O)(=O)N2CCN(C(=O)c3ccccc3)CC2)c(OC)cc1Br	-2%	-6%	-1%	4%	-6%	6%	-3%	1%	-6%	-5%
Cc1c(N=Cc2ccc[nH]2)c(=O)n(-c2ccccc2)n1C	1%	/	4%	-27%	-1%	-7%	-3%	-4%	6%	0%
CCn1cc(C2=NC(C)(C)CO2)c2ccccc21	-1%	/	5%	20µM*	7%	-4%	6%	?	14%	6%
O=C(O)CSc1nnc(SCc2cccc3ccccc23)s1	5%	/	-4%	-14%	2%	?	-6%	0%	12%	1%
Nc1nnnn1/N=C/c1ccc(N2CCCCC2)c([N+](=O)[O-])c1	?	0%	?	?	7%	?	17%	-26%	70%	13%
CC(C)(C)OC(=O)C(Cl)(C(=O)OC(C)(C)C)c1ccc2nnnn2n1	-14%	-4%	0%	13µM*	-7%	-15%	2%	?	11%	0%
COc1ccc(-c2cc3nc(C)cc(-c4ccc(OC)cc4)n3n2)cc1	13%	31%[activator]	52%[activator]	8%	1%	?	-1%	1%	-22%	3%
CCC1CCCCN1C(=O)Cn1nc([N+](=O)[O-])c(Cl)c1C (stereo not given)	9%	-9%	?	3%	-4%	-2%	-4%	-3%[10 µM]	25%	13%
Cc1cccn2c(=O)c3cc(C(=O)NC4CCS(=O)(=O)C4)sc3nc12 (stereo not given)	-4%	-3%	?	24%	-2%	-2%	1%	1%	-12%	-4%
CSc1nc(N)nc(-c2cccs2)c1C#N	6%	-8%	11%	15%	1%	?	1%	?	6%	6%
COCCNC(=O)c1ccc2c(c1)nc(C)n2-c1cccc(F)c1	16%	-3%	-15%	-1%	6%	0%	-2%	3%	3%	5%
COc1ccc(N(C(=O)c2csnn2)C(C(=O)NC2CCCC2)c2ccccc2)cc1 (stereo not given)	-3%	6%	-9%	14%	-2%	-1%	0%	11%	-14%	-1%
COC(=O)c1ccccc1NC(=O)C(=O)NCC1CCCO1 (stereo not given)	?	2%	0%	12%	8%	-12%	16%	?	57%	2%
Cn1c(=S)n(/N=C/c2cccs2)c2ccccc21	?	-4%	23%	?	10%	?	9%	-7%	-8%	2%
O=C(NC1CCCCC1)N1CCN(c2ncccn2)CC1	-3%	/	7%	25%	-1%	-2%	-1%	6%	1%	2%

(further entries)
SMILES	p53 reactivation	uPA surface inh	MBNL1-CUG inh	RORg inh	NPC1 promoter act	FLuc counter	Rab9 promoter act	VP16 counter	BRCA1 expr act	ELG1 genotoxic
CN(c1ccccc1C(=O)O)S(=O)(=O)c1ccc2c3c(cccc13)C(=O)N2	10%	-2%	?	25%	0%	0%	-1%	19%	17%	-1%
c1ccc2c(c1)CNc1ccccc1C2	-2%	0%	-4%	-22%	0%	1%	1%	2%	13%	7%
O=C(c1cc(COc2ccc(F)cc2F)on1)N1CCN(C(=O)c2ccco2)CC1	-7%	-2%	-4%	?	0%	-12%	-3%	-2%	-14%	-8%
Cc1ccc(C)c(NC(=S)NC2CC3CCCC(C2)N3CC(C)C)c1 (stereo not given)	0%	2%	-6%	14µM*	-3%	7%	-5%	?	-19%	-1%
CCc1ccc(C(=O)Nc2nnn(CC)n2)cc1	-9%	/	0%	-2%	2µM*	4.3µM*	0.5µM*	4%	?	1.6µM*
COC(=O)c1ccc(COc2ccc(/C=N/NC(N)=S)cc2)o1	-4%	-15%	9%	11µM*	0%	-3%	-4%	?	-10%	-2%
COc1ccc(-c2cc(C(=O)O)no2)cc1	2%	6%	-11%	-19%&-2%	-4%	-3%	-3%	1%&-21%	-7%	1%
CCSc1cc(N2CCCC2)nc(-c2ccc(Cl)cc2)n1	-3%	-3%	/	/	-4%	9%	-5%	/	0%	-1%
COC(=O)c1ccsc1NC(=O)CCc1ccccc1	?	6%	-1%	3%	?	?	?	?	-4%	?
CC1CCC(N2CCN(c3ncccn3)CC2)CC1 (stereo not given)	/	/	-6%	0%	/	0%	/	9%	7%	/
COc1ccc(N=Cc2c(C)[nH][nH]c2=O)cc1	-1%	?	?	-13%	4%	-9%	8%	-13%	-11%	0%
CN(C)C(=O)CCc1ccc2c3c([nH]c2c1)[C@]1(CCC2CCCC2)[C@@H](C(=O)N2CCOCC2)C[C@H](CC(=O)NCC24CC5CC(CC(C5)C2)C4)C(=O)N1CC3	-4%	9%	/	/	/	/	/	/	-24%	-7%
COc1ccc(C2(c3ccc(OC)cc3)NC(=O)N(CC(=O)Nc3ccccc3C(F)(F)F)C2=O)cc1	-3%	11%	8%	-43%	5%	?	-5%	-1%	-11%	-8%
C=CCn1c(C)c(C(C)=O)cc(NC(=O)c2ccccc2)c1=O	-1%	-2%	3%	1%	-4%	-10%	-2%	-8%	0%	-1%
COC(=O)C(Cc1ccccc1)OS(N)(=O)=O (stereo not given)	/	7%	10%	-17%	-4%	6%	0%	4%	3%	2%
O=C(COC(=O)Cc1c[nH]c2ccccc12)Nc1c(Cl)cccc1C(F)(F)F	-2%	2%	/	/	-3%	-1%	-5%	/	-16%	-5%
Cc1ccc(NC(=O)CSc2nc(=O)n(CCCN(C)C)c3c2CCC3)c(C)c1	-1%	-1%	/	/	4%	-2%	-1%	/	-3%	-2%
CC1SCC(=NOCc2c(Cl)cccc2Cl)CS1 (stereo not given)	6%	2%	-3%	0%	17%	?	27%	8%	60%	8%
COc1ccc(NC(=O)C2Cc3ccccc3CN2C(=O)c2ccccc2)cn1 (stereo not given)	4%	6%	-1%	?	2%	-13%	4%	17%	24%	8%
COCc1ccc(CN2CCCC(CO)(Cc3ccccc3)C2)o1 (stereo not given)	0%	-2%	-5%	3%	1%	-2%	-8%	-11%	-23%	0%
CCN(CC)C(=O)CSc1nc2c(sc(=S)n2-c2ccc(C)cc2C)c(=O)[nH]1	-2%	-5%	3%	24%	2%	3%	-5%	19%	-12%	-3%
COc1ccc(NC(=O)c2cccn(CC=C(C)C)c2=O)cc1	15%	-5%	1%	30%	?	17µM*	1.6µM*	-13%	82%	6%
COc1cc(OC)c(OC)cc1/C=C1\CC(C)C/C(=C\c2cc(OC)c(OC)cc2OC)C1=O (stereo not given)	3%	8.9µM*	8%	13%	-6%	3%	-8%	-21%	-83%	-18%
O=C(COc1cc2oc(=O)c3c(c2cc1Cl)CCCC3)NCC1CCC(C(=O)O)CC1 (stereo not given)	1%	4%	-1%	-11%	-3%	3%	0%	-14%	2%	4%
CCn1c(=O)n(CC)c2cc(N3CCCC3)c(NC(=O)c3ccc(F)cc3)cc21	-5%	?	-6%	0%	-2%	4%	-6%	-2%	-1%	-4%
Cc1ccc(NC(=O)c2cccc(NC(=O)CC3SC(N4CCCCC4)=NC3=O)c2)nc1 (stereo not given)	9%	-3%	/	/	12%	11µM*	29%	/	12%	0%
CN1CCC(CN)(N2CCN(c3ccccc3)CC2)CC1	-2%	13%	-11%	5%	-4%	-4%	-4%[1.84 µM]	2%	-13%	1%
CC(Nc1nc2ncn(Cc3ccccc3)c2c(=O)[nH]1)C(=O)O (stereo not given)	-24%	2%	0%	33%	0%	-2%	-2%	-10%	-16%	-3%

Nothing new here: entries from further up.
SMILES	p53 reactivation	uPA surface inh	MBNL1-CUG inh	RORg inh	NPC1 promoter act	FLuc counter	Rab9 promoter act	VP16 counter	BRCA1 expr act	ELG1 genotoxic
CN(c1ccccc1C(=O)O)S(=O)(=O)c1ccc2c3c(cccc13)C(=O)N2	10%	-2%	?	25%	0%	0%	-1%	19%	17%	-1%
c1ccc2c(c1)CNc1ccccc1C2	-2%	0%	-4%	-22%	0%	1%	1%	2%	13%	7%
